rCAG binder: binders of r(CAG) RNA repeats, primary screen, biochemical, fluorescence. r(CAG) RNA repeat, TO-PRO-1 dye displacement fluorescence. inhibition, % at 3 µM. actives 1.3% (n = 370,000). AID 651821, 2012;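 active = inhibition above the plate cutoff, the mean of all test compounds on that plate plus 3 SD, cut at about 35% in these data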;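 note: 0% = DMSO alone and 100% = 100 µM mitoxantrone as full dye displacement; higher means more dye released from RNA so lower well fluorescence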
TCR CD3 inh: inhibitors of human TCR-CD3 interaction, primary screen, biochemical, fluorescence, TAMRA-labeled TCR probe. T-cell receptor (TCR). inhibition, % at 9.4 µM. actives 0.37% (n = 360,000). AID 651800, 2012; in the data active = inhibition above about 19%;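 note: recombinant mutant TCR 2C K166C tagged with TAMRA read by polarization; 0% = receptor in buffer alone and 100% = receptor with positive control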
TDP2 inh: human TDP2 enzyme inhibitors, primary screen, biochemical, epi absorbance, recombinant enzyme; Tyrosyl-DNA phosphodiesterase 2 (Homo sapiens), O95551; T5PNP hydrolysis, p-nitrophenol absorbance 415 nm; inhibition, % at 12.8 µM; actives 0.34% (n = 370,000);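 active = inhibition above the mean of all tested compounds plus 3 SD, set per campaign, cut at about 25% in these data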;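 note: 0% = DMSO with enzyme and 100% = buffer with substrate but no TDP2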
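Assay system: recombinant human TDP2 / Reagent: T5PNP substrate at 5 mM, a TopII-DNA adduct mimic / Measured by: epi absorbance from released p-nitrophenol / Evaluation: % inhibition relative to enzyme-containing and enzyme-free wells / Control set: enzyme-free and DMSO wells / Replicates: each compound tested once, singlicate / Schedule: enzyme reaction with compound for 2 h at 37 °C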
SIAE inh: human SIAE inhibitors, primary screen, biochemical, fluorescence polarization, FP-Rh probe, 1536-well HTS | AID 1053197, 2014 | SIAE FP-Rh probe binding | Sialate O-acetylesterase (Homo sapiens), Q9HAT2 | inhibition, % at 9.66 µM | actives 0.69% (n = 370,000);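 active = inhibition above a cutoff: mean of compounds within the control limits plus 3 SD of those, cut at about 17% in these data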;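 note: 0% = plate median of compound wells and 100% = probe without SIAE protein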
Target sequence (Q9HAT2 whole entry, looked up): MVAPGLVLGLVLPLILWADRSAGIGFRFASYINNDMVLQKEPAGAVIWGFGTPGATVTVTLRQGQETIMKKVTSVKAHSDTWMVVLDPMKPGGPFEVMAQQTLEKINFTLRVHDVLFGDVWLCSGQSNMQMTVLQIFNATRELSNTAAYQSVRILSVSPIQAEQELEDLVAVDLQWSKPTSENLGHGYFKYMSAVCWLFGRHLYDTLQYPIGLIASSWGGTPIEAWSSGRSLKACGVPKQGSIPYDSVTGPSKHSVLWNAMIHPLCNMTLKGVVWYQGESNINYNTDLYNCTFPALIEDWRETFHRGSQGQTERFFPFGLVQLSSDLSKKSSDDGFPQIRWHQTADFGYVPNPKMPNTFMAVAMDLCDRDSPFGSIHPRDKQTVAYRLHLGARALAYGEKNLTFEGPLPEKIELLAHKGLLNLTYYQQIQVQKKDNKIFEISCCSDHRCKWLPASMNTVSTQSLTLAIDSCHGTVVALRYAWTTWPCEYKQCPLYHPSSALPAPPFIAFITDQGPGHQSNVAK
PRMT1 inh: PRMT1 methyltransferase inhibitors, primary screen, biochemical, fluorescence polarization; recombinant PRMT1, activity-based probe fluorescence polarization; inhibition, % at 2.79 µM; Protein arginine N-methyltransferase 1 (Homo sapiens), Q99873; actives 1.3% (n = 370,000);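 active = inhibition above about 21% made by adding two undisclosed values, limit read from the data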
ABHD4 inh: ABHD4 inhibitors, primary screen, biochemical, fluorescence polarization, mouse. (Lyso)-N-acylphosphatidylethanolamine lipase (Mus musculus), Q8VD66. purified mABHD4, FP-Rh probe fluorescence polarization. inhibition, % at 8.92 µM. actives 0.54% (n = 370,000);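 active = inhibition exceeding the mean over every tested compound plus 3 SD, cut at about 30% in these data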;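 note: 0% = plate median of compound wells and 100% = S159A mutant with DMSO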
Target sequence (Q8VD66 whole entry, looked up): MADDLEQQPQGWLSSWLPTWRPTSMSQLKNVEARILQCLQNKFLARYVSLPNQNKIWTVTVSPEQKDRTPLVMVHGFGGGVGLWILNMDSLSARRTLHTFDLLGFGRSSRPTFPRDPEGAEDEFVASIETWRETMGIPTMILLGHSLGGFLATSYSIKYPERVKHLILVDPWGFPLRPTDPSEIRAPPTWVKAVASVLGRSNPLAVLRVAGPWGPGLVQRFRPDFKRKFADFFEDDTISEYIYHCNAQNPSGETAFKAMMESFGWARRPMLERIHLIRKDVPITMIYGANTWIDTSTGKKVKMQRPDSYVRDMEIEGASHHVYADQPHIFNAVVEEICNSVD
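System: mouse ABHD4 enzyme, wild type / Medium: HEPES pH 7.0, NaCl, Pluronic buffer / Reagent: FP-Rh activity-based fluorescent probe / Control set: S159A mutant high control, sample median low control / Detection: fluorescence polarization with parallel and perpendicular emission, 525/598 nm / Schedule: 45 min + 60 min at 25 °C / Compound dosing: 8.92 µM, single dose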
PG9 binder: binders of HIV-1 gp120 antibody PG9, primary screen, biochemical, TR-FRET. HIV-1 gp120 / PG9 antibody interaction. TR-FRET gp120-PG9 antibody binding. inhibition, % at 6.7 µM. actives 0.43% (n = 360,000); in the data active = inhibition above about 8.5%
HTRA1 inh: HTRA1 serine protease inhibitors, primary screen, biochemical, fluorescence polarization, HTS. Q92743. recombinant HTRA1, FP-rhodamine activity-based probe. inhibition, % at 5.96 µM. actives 0.5% (n = 340,000); in the data active = inhibition above about 36%;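 note: 0% = enzyme with DMSO and 100% = wells lacking enzyme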
NR1D1 modulator: modulators of Rev-erb alpha DNA binding, primary screen, biochemical, FITC-DNA, fluorescence polarization, uHTS | AID 1259318, 2017 | Rev-erbα–FITC-DNA binding, 90 min | Nuclear receptor subfamily 1 group D member 1 (Homo sapiens), P20393 | actives 0.79% (n = 370,000) | activity, % at 10 µM;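 active = activity above about 14%, limit read from the data; passing the limit was not always enough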;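 note: 0% = DMSO wells with 35 nM protein and 100% = DMSO wells with 750 nM protein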
LEDGF integ inh: blockers of LEDGF/p75-dependent integrase strand transfer – biochemical, TR-FRET, high throughput, primary screen; HIV-1 integrase (with human LEDGF/p75); TR-FRET IN-LEDGF/p75 DNA integration, Eu/Cy5; inhibition, % at 3.7 µM; actives 0.64% (n = 370,000);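 active = inhibition above the screen-wide mean plus 3 SD, cut at about 13% in these data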;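 note: signal is the Cy5 over europium emission ratio at 671 and 618 nm; 0% = plate median of compound wells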
* = called active by the depositor; . = no result given. This is a subset, so the mix of outcomes need not match the whole.

smiles	rCAG binder	PRMT1 inh	ABHD4 inh	TDP2 inh	PG9 binder	NR1D1 modulator	SIAE inh	LEDGF integ inh	HTRA1 inh	TCR CD3 inh
O=C(c1cccc(Cl)c1)N(Cc1cccs1)C1CCS(=O)(=O)C1 (stereo not given)	-5	3	3	7	-0.8	-1	1	2	-3	-11
O=C1N=C(N2CCCCC2)S/C1=C/C1=Cc2ccccc2OC1	2	8	-9	-15	-3.2	-7	-3	-5	6	0
Cc1nnc(SCC2=C(C(=O)O)N3C(=O)C(NC(=O)c4cc(F)c(F)cc4Cl)C3SC2)s1 (stereo not given)	9	34*	3	-5	0.8	-5	1	3	10	-6
Cc1ccc(NC(=O)c2ccc(F)cc2)nc1	-1	-3	-7	-3	-0.4	3	5	-1	-9	-3
Nc1ncnc2c1ncn2[C@H]1C[C@H](O)[C@@H](COP(=O)(O)O)O1	2	-3	6	-10	-2.4	3	-1	-2	9	2
COC(=O)c1nn(-c2cccc(C)c2)c2nnc(Cc3ccc(C)cc3)c(=O)n12	-1	-2	-7	5	0.0	-4	-1	-1	-7	6
Oc1ccc2ccccc2c1C=Nc1ccccc1Br	0	9	-1	-12	2.7	-3	1	4	2	-3
Cc1ccccc1-n1cnnc1SCC(=O)Nc1cccnc1Cl	-1	1	4	-6	1.3	-6	-3	-1	3	4
Cc1cc(NC(=O)CCC(=O)N(Cc2ccco2)C2(C(=O)NC3CCCC3)CCCCC2)no1	-7	-3	7	3	-1.1	14	1	2	-7	1
CCCN1Cc2cccc(C(=O)NCc3cccs3)c2C1=O	-6	-2	1	1	0.2	3	-4	-2	-3	7
Cc1cc(-n2nc(C)cc2C)nc(N)n1	0	-1	-7	9	-0.5	-3	0	0	-1	4
c1ccc(CCNC2=NCCS2)cc1	-1	-5	4	-3	-1.1	-3	0	3	1	-6
CN(CC(=O)Nc1ccc(F)c(F)c1F)c1ncnc2sccc12	4	1	4	2	-1.1	-10	6	-1	1	1
COc1ccccc1CC(NC(C)=O)C(=O)NC1CCN(C(=O)Nc2ccc(F)cc2)CC1 (stereo not given)	-2	4	-1	-20	-0.9	-1	8	-10	2	4
CC(C(=O)O/N=C(\N)c1cccnc1)c1ccc([N+](=O)[O-])cc1 (stereo not given)	-4	0	3	2	-1.7	0	1	0	-8	6
CCOC(=O)c1nnsc1N	1	-2	4	-1	-0.1	8	-5	0	4	0
CC(C)(C)[C@@H]1COC(=O)[C@H](Cc2ccc(F)cc2)C/C=C\C[C@@H](CC(=O)N(CCO)Cc2ccccc2)C(=O)N1	-9	2	-2	-6	-2.2	6	-2	2	-7	6
COc1ccc(-c2noc(C3CCCN(C(=O)c4ccccc4)C3)n2)cc1 (stereo not given)	-7	-1	3	17	1.7	-1	0	-2	-6	-1
CN(C(=O)COC(=O)C1=COCCO1)c1c(N)n(Cc2ccccc2)c(=O)[nH]c1=O	-4	2	1	-8	0.2	1	5	2	-1	-6
O=[N+]([O-])c1cccc(/C=C/c2nc[nH]c2[N+](=O)[O-])c1	2	-2	1	17	-1.6	8	2	0	3	5
CC1CN(CC(O)COc2ccccc2C(C)(C)C)CC(C)O1 (stereo not given)	-13	-2	0	4	-0.3	1	-6	1	2	12
Cc1[nH]c2ccccc2c1/C=C/c1nc2ccccc2c(=O)n1-c1ccc([N+](=O)[O-])cc1	6	-1	8	9	0.5	5	1	1	7	-1
COc1ccc(S(=O)(=O)Nc2cccc(SC)c2)cc1C(=O)N1CCOCC1	2	-2	0	-10	0.3	0	-2	4	-4	2
O=C(NCCCn1ccnc1)c1nc(Cn2ccc([N+](=O)[O-])n2)no1	-2	4	-8	-13	0.2	-2	4	-4	7	-1
Cc1ccc(C(CC(=O)O)NC(=O)c2ccc(S(=O)(=O)N3CCCC3)cc2)cc1 (stereo not given)	4	9	-7	-5	0.7	-2	-2	3	7	-15
CCOC(=O)[C@]12CCC=C1N(Cc1cccc3ccccc13)C(=O)[C@H](CC(=O)NCc1cccs1)C2	10	8	-34	-3	-1.7	-3	-8	-1	.	-2
CCCCOC(=O)c1ccc(NC(=S)NC(=O)c2c(Cl)cnn2CC)cc1	0	-1	3	-4	-0.6	2	-3	-1	-3	-2
O=C(Nc1ccccc1)OCCNC(=O)c1cccc(Cl)c1	-4	1	2	-3	-0.5	-6	2	0	-4	-3
Nc1nc2ccc([N+](=O)[O-])cc2[nH]1	2	-2	0	-3	-1.7	5	-4	0	3	0
CCOC(=O)[C@]12CCCC=C1N(Cc1ccccc1)C(=O)[C@H](CC(=O)N1CCOCC1)C2	0	1	10	-4	1.8	0	4	-4	.	9
CCOc1ccc2nc3c(cc2c1)CN(CCOC)C(=NCCOC)S3	0	0	-8	-7	0.1	8	-8	-4	-4	1
Cc1ccc(-c2nc3cc(NC(=O)C(C)C)ccc3o2)cc1C	2	0	-5	5	2.7	-2	-5	1	-13	0
COc1cccc(N2CC(C(=O)Nc3nnc(SCCN4CCOCC4)s3)CC2=O)c1 (stereo not given)	2	1	2	-3	1.4	-1	-2	5	-2	3
CCc1cccc(CC)c1NC(=O)CSc1nnc(C(C)C)n1CC	-5	3	10	-4	0.0	2	-4	4	0	-4
O=C(c1cccc(N2CCCC2=O)c1)N1CCN(c2ccccc2)CC1	0	-2	-1	-2	0.1	-4	-7	-1	1	-2
CC1CCN(C(=O)COC(=O)c2cc([N+](=O)[O-])ccc2N2CCOCC2)CC1	-4	2	2	7	-1.5	-3	-1	2	1	6
CC1(Cc2ccc(F)cc2)C(=O)Nc2ccc(-c3cccnc3)cc21 (stereo not given)	-1	4	-5	-3	-0.1	0	-1	0	.	-3
CC(C)(C)c1ccc(S(=O)(=O)Nc2ccc(Cc3ccncc3)cc2)cc1	-1	2	-6	2	-1.9	-12	-4	-2	-30	-1
O=C(NCc1cccs1)c1nc(-c2cccs2)no1	-3	-1	0	4	0.0	11	-4	-1	-5	-3
CCC(C)C(=O)Nc1nc2c(s1)C(=O)CC(C)(C)C2 (stereo not given)	2	1	1	0	2.2	1	4	-4	4	-3
CCc1ccc(NC(=O)CN(c2cccc(C)c2)S(C)(=O)=O)cc1	-4	2	-1	-2	-1.9	6	-1	2	-6	7
N#CC(c1c(Cl)cccc1N1CCCCC1)N1CCCCC1 (stereo not given)	0	-3	1	10	1.6	-8	1	-1	.	1
CCOC(=O)NC(O)C(=O)c1cccs1 (stereo not given)	-2	1	-4	3	1.7	-7	-5	2	-1	-6
CC(c1ccccc1)n1c(-c2cccs2)nc2c(c(=O)c3ccccc3n2C)c1=O (stereo not given)	2	7	-46	-14	1.1	-8	-10	-1	.	-16
CCOC(=O)C1=C(C)NC(=O)NC1c1ccc(OCCO)c(OC)c1 (stereo not given)	4	-1	-3	-5	-0.9	-6	-5	2	2	2
Cc1cc(C)nc(NNS(=O)(=O)c2ccc(F)c(Cl)c2)n1	-2	9	8	12	-0.9	6	1	0	3	-1
Cc1ccccc1CN(c1ccc(C(=O)NCCC2=CCCCC2)cc1)S(C)(=O)=O	-4	-1	-11	2	-1.0	0	-2	0	-23	4
O=C(NCCCc1ccccc1)c1c(O)nc2sccn2c1=O	2	1	10	-6	-1.1	-4	2	0	-1	5
COc1ccccc1S(=O)(=O)Nc1cc(S(=O)(=O)N2CCCCC2)ccc1N1CCOCC1	-1	-1	-8	3	0.0	-5	8	0	-6	-7
CCS(=O)(=O)N1Cc2ccccc2CC1C(=O)OCC(=O)Nc1ccc(SC(F)F)cc1 (stereo not given)	4	7	-25	5	-0.9	-1	-17	0	-28	4
Cc1ccc(S(=O)(=O)N2CCCCC2)cc1NCC(=O)Nc1ccc(Br)cc1F	5	-2	-25	2	1.1	-2	3	-2	-47	2
CCC(=O)Nc1ccc(NC(=O)CSc2nnnn2-c2ccc3c(c2)OCCO3)cc1	-1	2	-5	5	-3.2	-7	1	-3	3	0
Cc1cc2c(Nc3ccc(C(=O)O)cc3)ncnc2s1	0	3	-9	-18	1.0	-3	-3	-1	2	0
COc1ccccc1-c1oc2ccccc2c1-c1ccc2c(c1)OCO2	6	0	-12	-9	-1.8	-1	-3	-1	-4	1
Cc1ccc(OCCC(=O)OCC(=O)NC(=O)NC2CCCC2)cc1	-9	2	4	1	0.0	2	-3	1	23	1
COc1ccccc1OCC(=O)O/N=C(\N)c1ccccn1	-3	-6	-2	-4	-0.8	4	3	-2	6	3
CCCn1c(SCC(=O)NCc2cccs2)nc2c1c(=O)n(C)c(=O)n2C	0	-2	-2	-3	-2.4	-5	0	-3	-2	1
Cc1cc(C)nc(N/C(=N\S(=O)(=O)Cc2ccccc2)Nc2cccc(Cl)c2C)n1	-3	0	5	0	0.7	-4	-4	-3	5	-10
O=C(C(=O)N1CCCCC1)c1c(-c2ccccc2)[nH]c2ccccc12	-3	7	-5	2	-0.1	-3	-7	-1	-3	-6
Cc1ccc(NC(=O)Cc2csc(-c3ccccc3)n2)cc1F	5	3	-13	-7	-1.4	-3	-12	1	-34	6

(cont.)
smiles	rCAG binder	PRMT1 inh	ABHD4 inh	TDP2 inh	PG9 binder	NR1D1 modulator	SIAE inh	LEDGF integ inh	HTRA1 inh	TCR CD3 inh
O=C(CSc1nnc(CNC(=O)c2cccs2)o1)Nc1ccccc1F	1	2	-2	-1	-0.8	-4	-5	-3	1	1
OCCCNc1nc(-c2ccccc2)nc2c1oc1ccccc12	2	-4	-19	14	-0.3	2	-10	2	-26	4
O=C(c1cccs1)C1CCCN(Cc2nc(Cc3ccccc3F)no2)C1 (stereo not given)	-7	-3	1	4	0.6	2	4	4	-2	4
COc1cccc(C(=O)SC2=NCCS2)c1	-6	3	0	-3	-2.9	-4	0	-4	-4	0
CCOc1ccc(CNCCN2CCCC2)cc1	0	-2	9	5	1.2	-1	6	2	-2	-4
OC(Cc1ccnc2ccccc12)C(Cl)(Cl)Cl (stereo not given)	1	-1	2	3	0.5	12	-1	2	-2	2
